Bioassay records deposited in PubChem BioAssay by National Center for Advancing Translational Sciences (NCATS).
KAT2A inh: inhibitors of human GCN5L2 histone acetyltransferase. GCN5L2 HAT assay, ThioGlo1 CoA-SH fluorescence. Potency, µM (highest dose often 58.9 µM), for inactives: top-dose activity change, negative = inhibition, most hits filed as inhibitors. 0.21% of 390,000 active
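Fluorescence readout, Ex340nm/Em540nm: ThioGlo1 (50uM final) reacts with free CoA thiol released as 20nM GCN5L2 acetylates H3(1-25) peptide (75uM) using acetyl-CoA (70uM). Compound and enzyme sat 15 min beforehand; 20 min room-temperature reaction.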
N370S GC: inhibits or activates N370S mutant glucocerebrosidase; AID 2101; N370S GC spleen homogenate, 4MU-glucoside fluorescence; P04062; 0.092% of 330,000 active; Potency, µM (highest dose often 59.4 µM), for inactives: top-dose activity change, negative = inhibition, actives largely listed as inhibitors;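 note: 0% = full enzyme activity and -100% = no enzyme basal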
FEN1 inhibitor: human FEN1 inhibition; Recombinant FEN1 flap cleavage, fluorescence, 15 min; P39748; 0.35% of 390,000 active; Potency, µM (titrated, usually from 114 µM), inactives show at the highest dose activity change, negative = inhibition, most hits filed as inhibitors; note: nearly all actives have a fitted effect of over 65% in size
Target sequence (P39748 whole entry, looked up): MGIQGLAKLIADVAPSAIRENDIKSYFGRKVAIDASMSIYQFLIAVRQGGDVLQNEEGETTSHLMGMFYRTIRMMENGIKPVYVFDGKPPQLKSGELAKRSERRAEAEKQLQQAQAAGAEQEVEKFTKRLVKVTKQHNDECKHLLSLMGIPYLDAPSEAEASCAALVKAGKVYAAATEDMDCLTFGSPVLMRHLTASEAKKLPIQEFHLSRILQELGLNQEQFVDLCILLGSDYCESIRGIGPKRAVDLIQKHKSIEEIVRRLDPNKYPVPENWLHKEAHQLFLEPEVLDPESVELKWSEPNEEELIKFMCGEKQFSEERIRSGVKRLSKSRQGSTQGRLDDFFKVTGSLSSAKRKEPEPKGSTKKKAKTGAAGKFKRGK
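Steps: FEN1 (10 nM) dispensed; compound added by pin tool; 15 min at room temperature; substrate added to 50 nM final; reads at 0 min and 15 min; data normalized and fitted (four-parameter Hill).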
* = called active by the depositor; ? = inconclusive; / = no result given; [ ] = remark or other dose. Calls come from the whole dose curve; as a rule, active = well fitted curve in the direction sought with a large enough effect; inconclusive = small, poorly fitted or top-dose-only effect, or another doubt; inactive = no such curve, though single readings can be large; an effect the other way counts as inactive or inconclusive. Unless noted, % is set by controls: 0 for no effect and ±100 for the full control effect; potency is the fitted concentration of half-maximal effect. This is a subset; the hit share may differ from the screen's.

SMILES	KAT2A inh	N370S GC	FEN1 inhibitor
Cc1cc(C)cc(NC(=S)/C(=C(\[O-])c2ccc(Cl)cc2Cl)[n+]2ccccc2)c1	-19%	5%	0%
CC1(C)Cc2c(C#N)c(NCCN3CCOCC3)nc(-c3ccco3)c2CO1	-10%	-3%	-6%
Cc1ccc(C(=O)Nc2ccc(C(=O)OCc3cc(=O)n4c5c(sc4n3)CCCC5)cc2)cc1	-7%	/	-2%
C=CCc1ccccc1OCC(O)CN(C(C)C)C(C)C (stereo unspecified)	-1%	-8%	6%
Cc1ccc(N2CC(C(=O)OCC(=O)c3ccc([N+](=O)[O-])cc3)CC2=O)cc1 (stereo unspecified)	3%	-8%	9%
Cc1cc(C)nc(N2CCCC(C(=O)NCCc3ccccc3F)C2)n1 (stereo unspecified)	3%	-19%	-14%
COC(=O)c1c(C)cc(OC)cc1O	-3%	4%	/
COC(=O)c1cn(C(C)C(=O)NCc2ccco2)c2ccccc12 (stereo unspecified)	-7%	5%	-15%
COc1cccc(CN2CCNC(=O)C2CC(=O)NCCc2nc(C)c(C)s2)c1OC (stereo unspecified)	-3%	-1%	17%
Cc1cc(=O)[nH]c(SCCCOc2ccc3c(c2)CCC3)n1	-2%	4%	-17%
CCn1cc(CN2CCCC(CNS(=O)(=O)c3ccc(OC)cc3)C2)cn1 (stereo unspecified)	-22%	-14%	0%
CC(C)Nc1ccc(C(CC(N)=O)NC(=O)Cc2ccc(Cl)cc2)cc1[N+](=O)[O-] (stereo unspecified)	2%	-6%	-5%
CN(C)c1cc[n+](CC(=O)Nc2cccc([N+](=O)[O-])c2)cc1	1%	-7%	16%
Cc1cc(C(=O)CSc2cccc[n+]2[O-])c(C)n1-c1ccc(OC(F)F)cc1	-14%	-4%	3%
O=c1oc2cc(Oc3ccc(C(F)(F)F)cc3[N+](=O)[O-])ccc2c2c1CCC2	10%	-11%	-1%
Cc1ccc(OCCOCCn2ccnc2)c(Br)c1	-5%	-6%	6%
Cn1c(Cc2cccc3ccccc23)nnc1SCC(=O)N1CCN(c2ccccc2)CC1	8%	-1%	-4%
COc1ccccc1CN1CCCC(N2CCN(c3ccc(F)cc3)CC2)C1 (stereo unspecified)	?	-2%	0%
O=S(=O)(NCc1ccccc1)c1ccc(Br)c2nsnc12	-13%	3%	?
CC1=C(C(=O)N2CCCC(N3CCN(c4ccccc4F)CC3)C2)OCCO1 (stereo unspecified)	3%	5%	1%
Cc1noc(C)c1COc1ccc(C(=O)OCC(=O)NCc2ccccc2Cl)cc1	-5%	-6%	7%
Cc1cc(C)c2nc(N3CCC(C(=O)N4CCN(c5ncccn5)CC4)CC3)sc2c1	1%[0.501 µM]	-3%	1%
CN(C)c1ccc(-c2nn3c(-c4cccnc4)nnc3s2)cc1	1%	1%	-19%
Cc1cccc(CNc2ccc(C(CC(N)=O)NC(=O)Cc3cccc4ccccc34)cc2[N+](=O)[O-])c1 (stereo unspecified)	2%	7%	3%
COc1ccc(NC(=O)c2ccc(S(=O)(=O)N3CCOCC3)cc2)c(OC)c1	-3%	-3%	0%
CC(C)Cn1c(=O)c2c(nc3n2CCCN3Cc2ccccc2)n(C)c1=O	-9%	-27%	-6%
COCCN(C(=O)CN1CCc2ccccc21)c1c(N)n(Cc2ccccc2)c(=O)[nH]c1=O	-1%	/	-4%
COc1cc(C(=O)OCC2CC(c3ccccc3)=NO2)cc(OC)c1OC (stereo unspecified)	-8%	-10%	0%
COc1ccc(-n2c(C)c([N+](=O)[O-])c3ccc(O)c(CN4CCCCC4)c32)cc1	-12%	-8%	-18%
Cc1cc(C)c2nc(C(F)(F)F)nc(NCCCN3CCOCC3)c2c1	-8%	-6%[12.8 µM]	-18%
COc1cccc(CNC(=O)c2cc3c(s2)-c2c(C)cccc2OC3)c1	-15%	/	-22%
O=C1CCN(Cc2ccccc2)C=C1c1ccc(C(F)(F)F)cc1	-9%	/	-25%
O=C(CN1CCCC1)OCCCc1ccccc1	2%	-12%	6%
Clc1ccccc1-c1nc(N/N=C/c2cccnc2)c2ccccc2n1	-12%	-9%	-1%
COc1ccc(N2CCN(C(=O)CCCCCn3c(=O)[nH]c4ccsc4c3=O)CC2)cc1	-4%	6%	0%
Clc1cccc(Nc2ncnc3c2nc2n3CCCCC2)c1	-10%	/	-2%
c1ccc(OCc2nn3c(-c4n[nH]c5c4CCC5)nnc3s2)cc1	-3%	18%	-1%
CC(=O)c1ccc(N(C(=O)c2csnn2)C(C(=O)NC(C)(C)C)c2cccs2)cc1 (stereo unspecified)	1%	0%	7%
CCN(CC)C(=O)CN(c1ccc(Cl)cc1)S(=O)(=O)c1ccccc1	-12%	0%	43%[activator]
CCOc1ccc(OCC)c(NC(=O)c2ccc(CNc3c(N4CCCC4)c(=O)c3=O)cc2)c1	-16%	-9%	6%
CCOc1ccc(-c2cc(CCCC(=O)NCCc3ccc(OCC)c(OCC)c3)no2)cc1	-7%	/	13%
O=C(O)c1cc(N2CCOCC2)nc2ccccc12	-2%	7%	-5%
CSc1c(SCc2ccccc2)cnn(Cc2ccccc2)c1=O	-4%	12%	-10%
CCOc1[nH]n(-c2ccccc2)c(=O)c1C=Nc1ccccc1	-8%	2%	-7%
CCCCN(C(=O)C1CSC2(C)CCC(=O)N12)c1c(N)n(CC(C)C)c(=O)[nH]c1=O (stereo unspecified)	4%	/	7%
O=c1cc(-c2ccccc2)nc(SCc2ccccc2)[nH]1	-4%	8%	9%
C/C(=N\NC(=O)c1nnn(-c2nonc2N)c1-c1cccs1)c1ccncc1	1%	-28%	-14%
O=C1[C@H]2[C@@H](c3ccc(F)cc3)N3C(=O)N(c4ccc(Br)cc4)C(=O)[C@@]3(Cc3ccc(Cl)cc3)[C@H]2C(=O)N1C1CCCCC1	-4%	-8%	1%
Cc1ccc(C(=O)C2=C(O)C(=O)N(CC3CCCO3)C2c2ccccc2F)o1 (stereo unspecified)	-6%	-9%	0%
CCOC(=O)c1ccccc1NC(=O)Nc1cc2c(cc1N1CCCCC1)n(C)c(=O)n2C	-16%	/	-2%
Next section
SMILES	KAT2A inh	N370S GC	FEN1 inhibitor
Cc1cc(N/C=C\c2nnnn2-c2ccc(F)cc2)no1	-4%	-22%	29%
Cc1ccc(CCN2CCN=C2Nc2ccccc2)cc1	0%	-6%	12%
c1ccc(Cn2nnnc2C(c2cccnc2)N2CCN(c3ccccc3)CC2)cc1 (stereo unspecified)	-1%	?	4%
CN(C)Cc1c(-c2ccc(Cl)cc2)nc2ccccn12	-2%	4%	-2%
O=C(/C=C/c1ccco1)Oc1ccc(C(=S)N2CCOCC2)cc1	-14%	-1%	6%
O=C(C1CCC(CNS(=O)(=O)c2ccc(Br)s2)CC1)N1CCN(c2ccccc2Cl)CC1 (stereo unspecified)	-2%	/	-1%
O=C(Nc1ccc(Cc2ccncc2)cc1)C1CCC(N2C(=O)C3C4C=CC(C5CC45)C3C2=O)CC1 (stereo unspecified)	-6%	16%	-1%
Cc1cc(C)c(NC(=O)CNC(=O)c2ccc3c(=O)n4c(nc3c2)CCC4)c(C)c1	-2%	/	-3%
CC(C)(C)OC(=O)N1CCC[C@H]1c1nnc(SCc2cccc(Cl)c2)o1	2%	5%	-1%
CC1CCCCC1NC(=O)COC(=O)c1cc(=O)c2ccccc2o1 (stereo unspecified)	-7%	-11%	7%
Cn1nc(-c2ccccc2)c(N2CCCCC2)cc1=O	-7%	20%	1%
O=C(Nc1nnc(C(F)(F)F)s1)C1COc2ccccc2O1 (stereo unspecified)	3%	/	12%
O=C(CN(Cc1ccccc1)S(=O)(=O)c1ccc(F)cc1)NCc1ccccn1	1%	4%	-14%
N#Cc1ccccc1-c1ccc2ncnc(N3CCNCC3)c2c1	-6%	-5%	/
COCCCNCC(=O)c1c(N)n(Cc2ccccc2)c(=O)n(C)c1=O	-16%	-5%	-2%
CCOC(=O)C1=C(O)C(=O)N(Cc2ccc(C(C)(C)C)cc2)CC1	4%	-7%	5%
COc1ccc2c(COC(=O)c3cccc(S(=O)(=O)NCC(C)C)c3)cc(=O)oc2c1	-3%	6%	-2%
O=c1c(CCc2ccccc2)nc2cnc(N3CCOCC3)nc2n1-c1ccccc1	-14%	7%	/
COc1ccc(/C=C(\C#N)c2nc(-c3ccc(Cl)c(Cl)c3)cs2)cc1OC	-7%	/	-12%
CSc1ccccc1OCc1cc(C(=O)N2CCNC(=O)C2)no1	-3%	-1%	1%
Cc1ccc(NC(=O)CSc2nc(-c3cccs3)cc(C(F)(F)F)n2)cc1C	-2%	/	23%
CCC1CCc2sc(C(=O)N(C)CC(=O)Nc3ccc(OC)cc3)cc2C1 (stereo unspecified)	2%	0%	3%
CC(C)CN(C(=O)COC(=O)c1c2c(nc3ccccc13)CCC2)c1c(N)n(Cc2ccccc2)c(=O)[nH]c1=O	-1%	-11%	-8%
Clc1ccc(-c2nnc(NCCN3CCCC3)c3ccccc23)cc1	1%	-27%	-3%
OCCNCCCCCOc1ccc(F)cc1	-3%	0%	-4%
CCCC(=O)c1c(NC)cc(C)oc1=O	-6%	2%	0%
O=C(c1cccc(-c2ccco2)c1)N1CCCC(N2CCN(c3ccc(F)cc3)CC2)C1 (stereo unspecified)	-16%	-12%	-5%

Structural class, the entries above with an aryl methoxy group.
SMILES	KAT2A inh	N370S GC	FEN1 inhibitor
COC(=O)c1c(C)cc(OC)cc1O	-3%	4%	/
COc1cccc(CN2CCNC(=O)C2CC(=O)NCCc2nc(C)c(C)s2)c1OC (stereo unspecified)	-3%	-1%	17%
CCn1cc(CN2CCCC(CNS(=O)(=O)c3ccc(OC)cc3)C2)cn1 (stereo unspecified)	-22%	-14%	0%
COc1ccccc1CN1CCCC(N2CCN(c3ccc(F)cc3)CC2)C1 (stereo unspecified)	?	-2%	0%
COc1ccc(NC(=O)c2ccc(S(=O)(=O)N3CCOCC3)cc2)c(OC)c1	-3%	-3%	0%
COc1cc(C(=O)OCC2CC(c3ccccc3)=NO2)cc(OC)c1OC (stereo unspecified)	-8%	-10%	0%
COc1ccc(-n2c(C)c([N+](=O)[O-])c3ccc(O)c(CN4CCCCC4)c32)cc1	-12%	-8%	-18%
COc1cccc(CNC(=O)c2cc3c(s2)-c2c(C)cccc2OC3)c1	-15%	/	-22%
COc1ccc(N2CCN(C(=O)CCCCCn3c(=O)[nH]c4ccsc4c3=O)CC2)cc1	-4%	6%	0%
COc1ccc2c(COC(=O)c3cccc(S(=O)(=O)NCC(C)C)c3)cc(=O)oc2c1	-3%	6%	-2%
COc1ccc(/C=C(\C#N)c2nc(-c3ccc(Cl)c(Cl)c3)cs2)cc1OC	-7%	/	-12%
CCC1CCc2sc(C(=O)N(C)CC(=O)Nc3ccc(OC)cc3)cc2C1 (stereo unspecified)	2%	0%	3%
